Tb MetRS inh – Trypanosoma brucei MetRS inhibition; inhibition, % at 11.9 µM; 0.4% of 360,000 active; AID 624268; purified T. brucei MetRS, ATP depletion, Kinase-Glo luminescence;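 active means inhibition above a per-plate cutoff of the control wells' mean inhibition plus 3 SD, cut at about 5.5% in these data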;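 further: 0% = DMSO wells median and 100% = median of wells with control inhibitor compound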
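assay system = parasite MetRS enzyme | timing = 15 min preincubation, 2 h reaction, all 25 °C | evaluation = percent inhibition relative to median high and low control wells | medium = HEPES buffer containing pyrophosphatase, BSA, spermine, DTT | compound = single dose, 11.9 µM final nominal, 0.9% final DMSO | detection = Kinase-Glo luminescence, ATP depletion format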
MLLE-PAM2 inh – blocks PAM2 peptide binding to the PABP1 MLLE domain; GST-MLLE / FITC-PAM2 fluorescence polarization; inhibition, % at 20 µM; 0.36% of 360,000 active; AID 588489; in the data active means inhibition above about 35%, passing the limit was not always enough;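 further: plate controls were DMSO wells with GST-MLLE for no effect and wells lacking GST-MLLE protein for full effect; some results filed as inactive read as strong as hits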
Target sequence (P11940 whole entry, looked up, the tested form may be a part): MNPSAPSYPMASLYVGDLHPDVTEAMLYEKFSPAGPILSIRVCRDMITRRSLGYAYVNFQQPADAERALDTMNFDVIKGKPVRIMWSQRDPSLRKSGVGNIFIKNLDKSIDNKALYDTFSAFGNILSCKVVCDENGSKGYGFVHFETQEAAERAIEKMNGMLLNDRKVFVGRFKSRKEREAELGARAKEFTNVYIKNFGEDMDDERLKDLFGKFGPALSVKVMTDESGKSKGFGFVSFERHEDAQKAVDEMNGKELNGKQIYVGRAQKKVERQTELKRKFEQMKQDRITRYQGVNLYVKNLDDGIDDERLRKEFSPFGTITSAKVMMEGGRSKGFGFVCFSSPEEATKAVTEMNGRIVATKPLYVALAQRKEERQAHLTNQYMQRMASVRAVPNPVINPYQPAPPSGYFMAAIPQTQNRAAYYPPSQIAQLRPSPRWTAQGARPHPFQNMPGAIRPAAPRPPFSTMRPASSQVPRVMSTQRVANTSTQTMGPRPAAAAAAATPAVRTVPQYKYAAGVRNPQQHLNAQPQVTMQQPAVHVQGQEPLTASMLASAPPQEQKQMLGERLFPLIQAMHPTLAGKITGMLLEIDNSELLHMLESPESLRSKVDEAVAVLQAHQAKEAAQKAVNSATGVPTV
CSN deneddyl inh – CSN deneddylation inhibition; Q92905; Purified CSN, SCF-Nedd8-OG deneddylation, fluorescence polarization; inhibition, % at 12.5 µM; 0.38% of 360,000 active; AID 651999;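 active means pattern-corrected inhibition above about 35%, with an unprinted fluorescence ratio check between 0.5 and 1.5, limit read from the data, passing the limit was not always enough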;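 further: 0% = enzyme with substrate and 100% = substrate without enzyme; some results filed as inactive read as strong as hits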
Target sequence (Q92905 whole entry, looked up, one chain of several): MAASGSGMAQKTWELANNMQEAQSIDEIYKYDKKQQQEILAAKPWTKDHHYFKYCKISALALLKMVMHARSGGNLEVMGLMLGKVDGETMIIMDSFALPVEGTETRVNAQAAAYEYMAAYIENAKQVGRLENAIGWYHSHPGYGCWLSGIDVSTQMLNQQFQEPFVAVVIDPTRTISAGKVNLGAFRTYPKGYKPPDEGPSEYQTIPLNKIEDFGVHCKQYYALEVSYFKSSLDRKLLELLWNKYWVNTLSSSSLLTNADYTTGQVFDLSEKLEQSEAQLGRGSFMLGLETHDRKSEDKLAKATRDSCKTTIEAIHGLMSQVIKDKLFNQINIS
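Test system: purified human Csn5 enzyme expressed in HEK293T cells. Amount: 0.24 nM enzyme. Reagent: SCFSkp2-Nedd8OG substrate at 10 nM final. Schedule: 90 min incubation of compound, enzyme and substrate at room temperature. Detection: fluorescence polarization. Read-out: % inhibition of substrate cleavage by Csn5.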
bovine MsrA act – activates bovine MsrA enzyme; purified bovine MsrA, absorbance read-out; 0.3% of 360,000 active; AID 602163; activation, % at 10.6 µM; in the data active means activation above about 7.5%;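 further: 0% = vehicle and 100% = reference activator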
MsrA inh – inhibits bovine methionine sulfoxide reductase A; inhibition, % at 15.5 µM; purified bovine MsrA, absorbance read-out; 0.75% of 360,000 active; AID 651718; in the data active means inhibition above about 4.5%;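 further: 0% = vehicle wells with enzyme and 100% = reference inhibitor wells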
Neddyl block – cullin neddylation inhibition; 0.58% of 360,000 active; calls only at 25 µM; P61081+Q13564; TR-FRET cullin neddylation, biochemical; in the data active means inhibition above about 36%
eLon inh – E. coli protease La inhibition. purified E. coli Lon protease, fluorescence polarization. 0.42% of 360,000 active. AID 602123. inhibition, % at 7.94 µM. P0A9M0; in the data active means inhibition above about 13%, passing the limit was not always enough;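 further: 0% = enzyme with probe and DMSO and 100% = no enzyme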
Rin1 Abl inh – human Rin1-Abl interaction inhibition | inhibition, % at 7.35 µM | TR-FRET Rin1/Abl binding, biochemical | 0.4% of 360,000 active | AID 588664 | P00519+Q13671; in the data active means inhibition above about 5%, passing the limit was not always enough
FAS-TE inh – FAS thioesterase (human) inhibition | recombinant FAS-TE, OMFH fluorogenic substrate, fluorescence endpoint | P49327 | 0.67% of 360,000 active | AID 602261 | inhibition, % at 15 µM;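 active means compounds whose normalised, plate-corrected inhibition of enzyme fluorescence in the single-dose primary screen is 50% or more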;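 further: 0% = DMSO with enzyme and 100% = substrate without enzyme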
An asterisk follows results filed as active; i = inactive; nt = no result given.

SMILES	Tb MetRS inh	MLLE-PAM2 inh	CSN deneddyl inh	bovine MsrA act	MsrA inh	Neddyl block	eLon inh	Rin1 Abl inh	FAS-TE inh
CCCOC(=O)c1ccc(Cl)c(NC(=O)c2ccc(-c3ccccc3)cc2)c1	0.2	3	2	-3	-0.8	i	1	-3	1
CCc1cccc2c(C(=O)CSc3nncn3C)c[nH]c12	0.1	0	7	-3	0.7	i	7	-4	-2
CCc1cccc(NC(=O)CCS(=O)(=O)c2cc3c(cc2C)NC(=O)CO3)c1	-1.1	11	5	-5	-1.1	i	-5	-1	-4
O=C(COC(=O)c1c[nH]c2ccccc12)Nc1ccc([N+](=O)[O-])cc1	0.1	9	-3	-4	0.7	i	-10	1	9
CCCCNC(=S)N(CCCO)Cc1cc2cc3c(cc2[nH]c1=O)OCCO3	-1.6	-4	1	-4	3.6	i	-6	1	1
CCOc1ccc(NC(=O)CN(C)C(=O)c2ccc(C)c(S(=O)(=O)N3CCCCC3)c2)cc1OCC	-0.1	-13	1	-1	2.6	i	2	-1	-7
CC(=O)c1ccc(OCc2cc(C(=O)NC(C)c3cnn(C)c3)no2)cc1 (stereo not drawn)	0.4	-7	2	1	-1.3	i	6	0	-2
Cn1cccc1/C=N/NC(=O)CNc1ccc2ccccc2c1	-0.7	15	2	-3	0.2	i	0	2	2
CC(C)C(OC(=O)c1cc2c(s1)CCCCC2)C(=O)NC(N)=O (stereo not drawn)	0.2	-2	-7	-5	0.1	i	-12	1	-13
CC(C)CC(=O)NC(NC(=O)CC(C)C)c1cccc([N+](=O)[O-])c1	0.0	-1	3	-1	0.2	i	3	2	3
Nc1nc2nonc2nc1N1CCCCC1	7.1*	7	-2	-5	2.7	i	1	1	-10
O=C(Nc1ccnn1C1CCN(CCCC2CCCC2)CC1)c1ccccc1	0.2	-4	-2	-1	0.4	i	-10	-2	-6
COc1ccc([C@H]2CC(=O)C=C(c3ccc(Cl)c(C(F)(F)F)c3)C2)cc1	-0.5	13	-1	-1	-0.8	i	2	-1	54*
O=C1c2ccccc2C(=O)N1CCC(=O)N1CCCc2ccccc21	0.0	-6	2	5	-0.3	i	-2	-3	-8
COc1ccc(NC(=O)CN2C(=O)NC(C)(c3ccc(C)cc3)C2=O)cn1 (stereo not drawn)	-0.5	0	1	-6	0.2	i	16	0	-3
CC1(C)CC(=O)C2=C(C1)NC(=O)CC2c1ccc(N(CCC#N)CCC#N)cc1 (stereo not drawn)	-0.7	-2	-1	-2	1.7	i	-9	4	-2
CCN(Cc1ccccc1)C(=O)COC(=O)c1cc(Cl)nc(Cl)c1	0.3	-1	-4	-1	0.1	i	9	-4	55*
COc1cc(CN2C[C@@H](CO)O[C@@H](n3cnc4c(NC(C)C)ncnc43)C2)cc(OC)c1OC	0.5	-3	-1	-2	0.8	i	3	2	-9
CSCCC(NS(=O)(=O)c1ccc(C)cc1)C(=O)NCC(C)(C)N1CCOCC1 (stereo not drawn)	-0.5	4	-4	-6	1.1	i	-5	-1	1
CC(C)(C)c1ccc(S(=O)(=O)N2CCCC2C(=O)N2CCOCC2)cc1 (stereo not drawn)	-1.2	2	-10	-7	0.5	i	-2	5	-7
Cc1sc(NC(=O)c2ccc(F)cc2)c(CN2CCCCCC2)c1C	0.7	-1	18	-3	0.1	i	-107	0	29
Nc1nonc1-c1nc2ccccc2n1CCC(=O)O	0.2	-6	-1	-1	0.5	i	-3	-3	-8
COc1ccccc1NC(=S)N1CCCCCC1	-0.3	-58	-4	-1	0.8	i	-10	4	-3
Cc1cc(C)cc(OCC(=O)Nc2cccc(-c3nc4ncccc4o3)c2)c1	-0.3	3	-1	-3	0.0	i	1	1	22
CCCC(=O)N1CCCC1(C)C(=O)NCc1ccc(SC)cc1 (stereo not drawn)	0.0	2	-2	-3	0.2	i	-13	-2	-4

The closing 2 records of the part above come first, to join the parts.
SMILES	Tb MetRS inh	MLLE-PAM2 inh	CSN deneddyl inh	bovine MsrA act	MsrA inh	Neddyl block	eLon inh	Rin1 Abl inh	FAS-TE inh
Cc1cc(C)cc(OCC(=O)Nc2cccc(-c3nc4ncccc4o3)c2)c1	-0.3	3	-1	-3	0.0	i	1	1	22
CCCC(=O)N1CCCC1(C)C(=O)NCc1ccc(SC)cc1 (stereo not drawn)	0.0	2	-2	-3	0.2	i	-13	-2	-4
O=C(Cc1cccs1)NCCS(=O)(=O)N1CCN(c2ccccc2)CC1	-0.2	13	-7	-1	-0.5	i	7	-1	1
CC(=O)c1ccc(OC(=O)c2nc(-c3ccccc3)oc2C)cc1	-0.3	-5	1	-2	-0.1	i	-2	0	2
O=C(NCCc1ccccc1)C1CC(=O)N(CCc2ccccc2)C1 (stereo not drawn)	-0.5	-8	2	-4	-0.4	i	-3	5	-8
CCN1CCN(C(=O)C2CCN(S(=O)(=O)c3ccc4c(c3)NC(=O)C(C)S4)CC2)CC1 (stereo not drawn)	-1.0	-6	0	-8	-0.6	i	-2	1	0
Cc1occc1-c1nnc(SCC(=O)N2CCCC(C)C2)o1 (stereo not drawn)	-0.4	29	2	-5	0.3	i	-8	-1	-3
COc1ccc([C@H]2CC(=O)C=C(c3cc(C)ccc3OC)C2)cc1	-0.3	-1	2	-3	-0.3	i	7	3	18
Cc1cc(Br)ccc1NC(=S)NCCc1ccccc1	0.3	-17	0	-2	-0.4	i	-7	-3	10
O=c1oc2ccccc2nc1/C=C(\O)c1ccccc1	0.4	0	4	1	0.8	i	-5	-2	-4
Cc1ccc(NC(=O)c2sc(=S)n(-c3cc(C)ccc3F)c2N)cc1	0.1	17	1	-3	1.4	i	9	1	23
CC1CCC(NC(=O)C2c3ccccc3C(=O)N2Cc2cccs2)CC1 (stereo not drawn)	0.0	-1	4	-7	-1.8	i	9	-2	1
CCc1ccc(C(=O)NN(C(=O)c2ccc(CC)cc2)C(C)(C)C)cc1	-0.2	3	0	-1	1.0	i	6	-4	4
S=C(NCCc1ccccc1)N/N=C/c1cccc(Cl)c1Cl	0.6	10	6	1	1.3	i	0	-3	29
COc1ccc(C(=O)N(C)Cc2ccon2)cc1OC1CCN(C(C)C)CC1	0.3	1	-2	-3	-0.9	i	-3	1	-4
COc1ccc2nc(C)cc(NCc3cccc(C(F)(F)F)c3)c2c1	0.1	23	1	-2	0.0	i	-2	-1	3
COc1cccc(NC(=O)Cn2c3ccc(OC)cc3c3nc4n(c(=O)c32)CCS4)c1	-0.7	-10	1	-5	0.1	i	1	-2	-2
O=C1C=C(c2ccc3[nH]ccc3c2)C[C@@H](c2ccc(F)cc2)C1	-0.1	-3	0	-2	1.3	i	8	0	19
Cc1c(Cl)cccc1N=C1SCCN1C(=O)CN1C(=O)NC2(CCCC2)C1=O	-0.3	7	-6	0	-1.9	i	1	1	15
O=C(O)Cc1c[nH]c2cccc(O)c12	-0.3	-6	28	-1	-0.3	i	-3	6	2
CCCCN(C=O)c1c(CC)nc2ccc(C(=O)N3CCCCC3)cn12	0.0	-4	6	1	-0.2	i	7	2	-10
COc1ccc2oc(C(=O)OC(C)C(=O)N3C(C)CCCC3C)c(C)c2c1 (stereo not drawn)	-0.1	-8	4	-4	1.1	nt	-4	3	6
Cc1csc(NC(=O)c2cccc(Cn3nc(C)c(Br)c3C)c2)n1	-0.7	15	6	1	0.5	i	4	0	9
CC(=O)OC[C@@H]1CN(Cc2ccccc2)C[C@H](n2cnc3c(NC4CCCC4)ncnc32)O1	-0.1	-6	2	-2	0.7	i	4	-3	2
CCC(C)(C)n1nnnc1C(C(C)C)N(CCCO)Cc1cc2cc(C)ccc2[nH]c1=O (stereo not drawn)	-0.4	7	1	-4	0.5	i	-5	1	2
COc1cccc2cc(C(=O)NCc3ccccc3Cl)c(=O)oc12	-1.0	8	-2	5	-0.7	i	-9	1	-3
Cc1scc(C(=O)NNC(=S)NCC2CCCO2)c1-c1ccccc1 (stereo not drawn)	-0.4	-34	-2	-4	0.1	i	2	-4	-10

Four records drawn at random from the list so far, as already listed:
SMILES	Tb MetRS inh	MLLE-PAM2 inh	CSN deneddyl inh	bovine MsrA act	MsrA inh	Neddyl block	eLon inh	Rin1 Abl inh	FAS-TE inh
Cc1csc(NC(=O)c2cccc(Cn3nc(C)c(Br)c3C)c2)n1	-0.7	15	6	1	0.5	i	4	0	9
COc1ccc2nc(C)cc(NCc3cccc(C(F)(F)F)c3)c2c1	0.1	23	1	-2	0.0	i	-2	-1	3
COc1ccc(C(=O)N(C)Cc2ccon2)cc1OC1CCN(C(C)C)CC1	0.3	1	-2	-3	-0.9	i	-3	1	-4
CCN1CCN(C(=O)C2CCN(S(=O)(=O)c3ccc4c(c3)NC(=O)C(C)S4)CC2)CC1 (stereo not drawn)	-1.0	-6	0	-8	-0.6	i	-2	1	0

Carrying on.
SMILES	Tb MetRS inh	MLLE-PAM2 inh	CSN deneddyl inh	bovine MsrA act	MsrA inh	Neddyl block	eLon inh	Rin1 Abl inh	FAS-TE inh
CC(C)n1c(=O)[nH]c2ccccc21	-0.1	13	-2	-2	-1.1	i	-4	1	-8
Cc1ccccc1NC(=O)Cc1nc(COC(=O)c2cc(Br)ccc2O)cs1	-0.2	-10	-1	-3	-0.1	i	-2	-1	-4
COc1ccc(-c2nn3c(-c4cccc(C)c4)nnc3s2)cc1OC	-1.1	-8	1	-13	-0.7	i	5	-1	19
CCc1ccc(C)[n+](CC(=O)c2cccs2)c1	-1.6	-7	-5	-8	1.5	i	-2	2	-4
COC(=O)c1cc(Br)ccc1-c1ccc(/C=N/n2nnnc2N)o1	-0.7	6	2	-7	2.8	nt	-1	1	0
Cc1nc(C(=O)NC(C)C)nn1-c1cc(Cl)cc(Cl)c1	-0.2	-4	-14	-4	0.7	i	5	0	-1
O=C(Nc1ccccc1)C1CC(=O)N(C2CCCCC2)C1 (stereo not drawn)	-1.5	-7	2	-6	0.4	i	-5	1	-3
O=C1OCc2cc(NS(=O)(=O)c3cccs3)ccc21	0.0	-2	14	0	1.6	i	-1	-1	-2
Cn1ccnc1CN1CCN(C(=O)c2cc(COc3ccc(F)c(F)c3)on2)CC1	-0.6	2	-1	-5	-1.1	i	9	1	-3
O=C(c1cccs1)N(Cc1cccc(Cl)c1)C1CCS(=O)(=O)C1 (stereo not drawn)	0.2	-1	-6	-1	0.1	i	-7	-2	-5
CCC1CCc2c(sc(NC(=O)C3CC=CCC3C(=O)O)c2C#N)C1 (stereo not drawn)	-0.7	10	-8	-8	0.3	i	-9	-2	-10
O=C(COc1ccccc1)NCC(=O)N/N=C/c1ccc(Br)cc1	-0.3	3	1	-3	2.9	i	6	-6	2
S=C(NCc1ccco1)N/N=C/c1ccccc1Cl	-0.2	12	-7	-3	3.2	i	-3	1	17
COc1ccc(-c2cc(C(=O)N(C)Cc3ccc(OC)c(OC)c3OC)c3ccccc3n2)cc1OC	-0.1	-1	-4	-5	1.0	nt	0	1	6
Cc1cc(C)n(CCCNC(=O)COc2ccc([N+](=O)[O-])cc2)n1	0.1	-11	0	-9	2.2	i	7	0	6
COc1cc(OC)nc(NC(=O)COC(=O)C2CCCCC2)n1	-0.2	-14	-4	0	-0.1	i	-2	-2	0
CNC(=O)C(=O)NCC1OCCN1S(=O)(=O)c1ccc(OC)c(OC)c1 (stereo not drawn)	0.0	-2	5	-2	0.6	i	-6	0	-7
CCN=C1SC(CC(=O)Nc2sc3c(c2C#N)CCCC3)C(=O)N1CC (stereo not drawn)	0.5	7	-2	-1	0.0	i	-5	2	-3
O=C(NC1CCCCC1)c1cc(S(=O)(=O)N2CCOCC2)c(Cl)cc1Cl	-1.1	11	-3	-7	-0.2	i	7	-1	0
C(=C\c1ccccc1)/CN1CCN(C(c2cc3ccccc3o2)c2nnnn2C2CCCCC2)CC1 (stereo not drawn)	-1.4	-1	1	-14	-1.6	i	-6	7	25
CC1(C)SCC(C(=O)O)N1C=O (stereo not drawn)	-0.8	-5	-3	-6	-0.1	i	-2	-3	-5
